Source: PubChem (several laboratories)
TNAP inhibition: human TNAP enzyme inhibitors, biochemical, luminescent (AID 518); purified TNAP enzyme, luminescent substrate readout; higher % means a stronger effect; one-dose inhibition, % at 20 µM; IC50 in µM for titrated hits; 64,000 compounds, 0.09% hits; in the data active means a potency from the dose series; inactive means the rest, 99 in 100 with inhibition below about 22%;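 further: plate controls were vehicle for no effect and reference inhibitor for full effect; many of its hits are not listed in these tables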
HT1080 cytotoxicity: HT1080 cell viability loss – fluorescence readout (AID 620); HT1080 viability, fluorescence; higher % means a stronger effect; one-dose cytotoxicity, % at 10 µM; EC50 in µM for titrated hits; 87,000 compounds, 0.42% hits;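 further: cells exposed to compound overnight then 4 h with Alamar Blue; 0% = vehicle DMSO and 100% = killing control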
Spn MK inh: blocks S. pneumoniae mevalonate kinase | purified MK, PK/LDH-coupled NADH absorbance 340 nm | inhibition, % at 10 µM | 65,000 compounds, 0.48% hits | AID 555;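 active means ranked among the strongest by inhibition in the single 10 µM screen, a fixed top-ranked set picked for dose follow-up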; further: no value below 0 was filed
Spn DPM-DC inh: inhibitors of Streptococcus pneumoniae diphosphomevalonate decarboxylase; purified DPM-DC, PK/LDH coupled NADH fluorescence; calls only at 10 µM; 65,000 compounds, 0.49% hits; AID 556;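 active means the 320 compounds with the highest percent inhibition in the single-dose primary screen, excluding strongly autofluorescent ones, cut at about 32% in these data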;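 further: kinetic rate of NADH fluorescence loss reporting ADP formed by the decarboxylase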
Spn PMK inh: S. pneumoniae PMK inhibition | inhibition, % at 10 µM | AID 539 | 65,000 compounds, 0.49% hits | purified PMK, PK/LDH-coupled NADH absorbance 340 nm;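 active means top-ranked compounds by inhibition in the single 10 µM screen, taking a fixed number of the strongest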;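 further: 0% = full reaction with DMSO carrier and 100% = background rate without enzyme reaction; no value below 0 was filed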
HPDE-C7 viability: cytotoxicity in HPDE-C7 cells, cell-based, fluorescence, HTS (AID 430) | one-dose cytotoxicity, % at 10 µM; EC50 in µM for titrated hits | 63,000 compounds, 1.8% hits | HPDE-C7 pancreatic duct cells viability, fluorescence; higher % means a stronger effect;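 further: cells exposed to compound for 48 hours before viability readout; 0% = vehicle and 100% = reference cytotoxic drug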
Bfl-1 inhibitors: Bfl-1 inhibitors, primary screen, biochemical, fluorescence polarization, FITC-Bid, mouse (AID 432). FITC-Bid BH3 peptide fluorescence polarization displacement; higher % means a stronger effect. one-dose displacement, % at 20 µM; IC50 in µM for titrated hits. 64,000 compounds, 0.02% hits; in the data active means a potency from the dose series; inactive means the rest, 99 in 100 with displacement below about 15%; further: strong numbers were not always called active
LYP phosphatase: LYP phosphatase inhibitors, primary screen, biochemical, DiFMUP fluorescence, recombinant catalytic domain, 10 µM (AID 606) | 52,000 tested, under 10 active | recombinant LYP catalytic domain, DiFMUP fluorescence; higher % means a stronger effect | inhibition, % at 10 µM, or IC50 in µM where a hit was titrated;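 active means IC50 under 40 µM in the dose-response test; inactive means IC50 of 40 µM or more, or never dose-tested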
KRASV12 cytotoxicity: cytotoxicity in KRAS-transformed pancreatic duct cells, primary screen, cell-based, fluorescence, HTS (AID 431); HPDE-C7K KRASV12 cells, Alamar Blue viability, 48 h; higher % means a stronger effect; one-dose cytotoxicity, % at 10 µM; EC50 in µM for titrated hits; 63,000 compounds, 1.7% hits;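 active means compounds whose percent cytotoxicity in the single-dose primary screen, scaled between solvent and toxic-drug controls, exceeds 50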;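 further: 0% = DMSO solvent wells and 100% = doxorubicin-treated wells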
Spn PMK inh pilot replicates: further read-out of Spn PMK inh, marked with its call; inhibition, %; measured here: pilot screen replicates
Spn MK inh pilot replicates: second read-out of Spn MK inh, no call of its own (marks repeat the call); inhibition, %; measured here: pilot screen replicates
Spn DPM-DC inh pilot screen %: second read-out of Spn DPM-DC inh, no call of its own (marks repeat the call); inhibition, %; measured here: pilot screen trials
The depositor's hits bear a star; i = inactive; . = not tested or not shown. Unless noted, no stated cut-off is given here; in the data, active means cytotoxicity above about 50%; inactive means the rest.

SMILES	TNAP inhibition	HT1080 cytotoxicity	Spn MK inh	Spn DPM-DC inh	Spn PMK inh	HPDE-C7 viability	Bfl-1 inhibitors	LYP phosphatase	KRASV12 cytotoxicity	others
CCCCn1c(CN2CCN(c3ccc(F)cc3)CC2)nc2c1c(=O)n(C)c(=O)n2C	17%	0%	0	i	5	13%	-3%	2%	9%	Spn PMK inh pilot replicates=0.5;Spn MK inh pilot replicates=0.5;Spn DPM-DC inh pilot screen %=0.0
CC(=O)NCC(=O)NC(C(=O)Nc1ccc2c(c1)OCCO2)c1ccccc1 (stereo not given)	2%	3%	0	i	18	-6%	-11%	-2%	-8%
CCCCCC(=O)N1CC2(CC)CN(C(=O)CCCCC)CC(CC)(C1)C2=O	5%	8%	2	i	1	-3%	0%	0%	-1%	Spn PMK inh pilot replicates=0.0;Spn MK inh pilot replicates=0.0;Spn DPM-DC inh pilot screen %=0.0
COc1ccc(-n2nnc3c(=O)n(CC(=O)N4CCC(Cc5ccccc5)CC4)cnc32)cc1	6%	4%	5	i	7	-8%	2%	-2%	2%
Cn1c(=N)n(CC(=O)C(C)(C)C)c2ccccc21	2%	-5%	9	i	10	-2%	-6%	5%	-7%
ON1C(c2ccccc2C(F)(F)F)N(O)[C@H]2CCCC[C@H]21 (stereo not given in full)	9%	3%	4	i	10	-2%	-1%	9%	-6%
CCOc1cc(C(=O)Nc2ccon2)cc(OCC)c1OCC	22%	-5%	2	i	0	2%	-1%	15%	15%	Spn PMK inh pilot replicates=6.5;Spn MK inh pilot replicates=0.5;Spn DPM-DC inh pilot screen %=0.0
COC(=O)CCn1nnc(-c2cccs2)n1	16%	12%	3	i	0	-10%	6%	6%	-3%	Spn PMK inh pilot replicates=1.5;Spn MK inh pilot replicates=6.0;Spn DPM-DC inh pilot screen %=1.0
Cc1ccc(N(CC(=O)NCc2cccnc2)S(C)(=O)=O)cc1C	7%	-3%	3	i	19	-3%	6%	4%	-21%
Clc1ccc(NCn2cncn2)nc1	10%	1%	3	i	13	-5%	-5%	10%	0%
CCc1ccccc1Nc1nc(N)nc(COC(=O)c2cccn2C)n1	4%	0%	7	i	20	25%	-11%	9%	25%
COCc1cc(C)nc(SCC(=O)Nc2cccc(C)c2)c1C#N	-4%	0%	0	i	4	-18%	-9%	.	-20%
CCOC(=O)c1csc(NC(=O)CSc2nnnn2-c2ccc(OCC)cc2)n1	9%	-8%	7	i	13	-21%	-1%	.	8%
O=C(COC(=O)c1ccc[nH]c1=O)NCC1CCCO1 (stereo not given)	12%	5%	3	i	3	1%	6%	-6%	1%
CCCCCN(C(=O)NC(=O)Nc1ccccc1C)S(C)(=O)=O	9%	3%	6	i	18	0%	-3%	22%	3%
O=C(CCN1C(=O)C2C3C=CC(C3)C2C1=O)Nc1ccc(F)cc1 (stereo not given)	13%	16%	0	i	6	-18%	-2%	-1%	-11%
Cc1ccc(S(=O)(=O)NCCC(=O)NCc2ccc3c(c2)OCO3)cc1C	2%	-5%	3	i	11	-9%	6%	14%	-3%
COc1ccc(OC)c(CN2C(=O)CCC2(C)C(=O)NC2CCCCCC2)c1 (stereo not given)	6%	1%	1	i	11	-5%	-4%	6%	2%
COC(=O)c1cccc(NC(=O)CSc2nnc(COc3cccc(C)c3)n2C)c1	4%	3%	5	i	8	-30%	-11%	15%	-15%
COc1cc(NS(=O)(=O)c2ccc(Br)cc2)c(OC)cc1NC(=O)c1ccco1	13%	8%	0	i	17	.	-1%	7%	.
COc1ccc(-c2cc(C(F)(F)F)nc(SCC(=O)N3CCOCC3)n2)cc1OC	17%	3%	8	i	8	2%	0%	2%	4%
NC(=O)C1(N2CCCCC2)CCN(C(=O)c2cccn3c(=O)c4cc(Cl)ccc4nc23)CC1	1%	10%	0	.	14	2%	-2%	2%	-3%
O=C(CN1C(=O)c2ccccc2C1=O)Nc1cccnc1	8%	11%	24	i	10	8%	1%	.	11%
Cc1oc(-c2cccc(Cl)c2)[n+]([O-])c1C	2%	-4%	9	i	14	-4%	0%	3%	-10%
Cc1cc2cc(CCNC(=O)CC(C)C)c(=O)[nH]c2cc1C	19%	6%	0	i	10	4%	-8%	-1%	2%	Spn PMK inh pilot replicates=0.0;Spn MK inh pilot replicates=0.0;Spn DPM-DC inh pilot screen %=3.0
CN(C)CCCN1C(=O)C(=O)/C(=C(/O)c2ccc3c(c2)OCO3)C1c1ccccn1 (stereo not given)	3%	16%	6	i	0	3%	0%	-2%	-15%
Cn1c(=O)c2c(nc(CN3CCC(C(N)=O)CC3)n2Cc2ccccc2F)n(C)c1=O	8%	2%	0	i	7	-8%	0%	7%	6%
Cc1nn(Cc2ccccc2Cl)c(C)c1NC(=O)c1cc(-c2ccc(F)cc2)on1	-5%	-11%	2	i	15	-14%	0%	.	-21%
CC1CCCN(C/C(O)=C(\C#N)c2nc3ccccc3[nH]2)C1 (stereo not given)	-25%	3%	11	i	11	-9%	6%	-3%	-9%
COC(=O)c1ccc(NC(=O)N2CCOCC2)cc1	13%	11%	3	i	12	-2%	-2%	.	8%
Cc1cc(C#N)c2ccccc2n1	6%	-14%	4	i	0	-11%	-5%	5%	-26%
COc1cc2[nH]c(=O)n(CCC(=O)N3CCc4ccccc4C3)c(=O)c2cc1OC	12%	.	10	i	0	-12%	5%	.	-7%	Spn PMK inh pilot replicates=0.0;Spn MK inh pilot replicates=0.0;Spn DPM-DC inh pilot screen %=5.5
c1ccc(-n2ncc3c(NCCN4CCCCC4)ncnc32)cc1	14%	-11%	8	i	0	11%	-3%	3%	19%
CC(=O)Nc1cc2c(cc1C(C)=O)OCCO2	4%	13%	0	.	5	4%	-1%	9%	4%
COCCCNC(=O)C1CCN(S(=O)(=O)c2c(C)noc2/C=C\c2ccc(OC)cc2)CC1	1%	-3%	4	i	0	-16%	-6%	.	-18%
COc1ccccc1C1/C(=C(/O)c2ccc(C)cc2)C(=O)C(=O)N1Cc1ccco1 (stereo not given)	-6%	-8%	14	i	9	5%	0%	7%	-16%
Cc1onc(-c2ccccc2Cl)c1C(=O)N1CCN(C/C=C/c2ccccc2)CC1	6%	1%	2	i	0	-1%	-6%	9%	6%
CCC(C)Nc1ncnc2c1cnn2Cc1ccc(Cl)cc1 (stereo not given)	4%	-2%	5	i	19	16%	-2%	4%	16%
CN(C)c1nccc(Nc2ccccc2)c1C#N	1%	15%	13	i	9	4%	-5%	8%	4%
COCCNc1oc(-c2ccccc2Cl)nc1C#N	1%	.	5	i	6	-6%	0%	1%	-15%
CCOC(=O)c1c(NC(=O)CSc2nnc(CNc3ccc(F)cc3)o2)sc(C(C)=O)c1C	2%	40%	12	i	13	-1%	1%	2%	17%
CCCCOC(=O)c1ccc(Nc2ncnc3nc[nH]c23)cc1	-1%	-1%	9	i	5	-6%	-3%	-9%	3%
CCc1nc2c(sc3nc4c(cc32)COC(C)(C)C4)c(=O)n1Cc1ccco1	8%	1%	5	i	7	-3%	1%	11%	7%
COc1ccc(CNc2ccc3c(c2)nc(C)n3C)cc1	9%	1%	9	i	19	-3%	-13%	-3%	4%
Clc1ccc(-c2nnc3sc(-c4ccc(Br)o4)nn23)c(Cl)c1	11%	7%	10	i	10	1%	-9%	.	-4%

As a short view, some entries already given:
SMILES	TNAP inhibition	HT1080 cytotoxicity	Spn MK inh	Spn DPM-DC inh	Spn PMK inh	HPDE-C7 viability	Bfl-1 inhibitors	LYP phosphatase	KRASV12 cytotoxicity	others
COc1cc2[nH]c(=O)n(CCC(=O)N3CCc4ccccc4C3)c(=O)c2cc1OC	12%	.	10	i	0	-12%	5%	.	-7%	Spn PMK inh pilot replicates=0.0;Spn MK inh pilot replicates=0.0;Spn DPM-DC inh pilot screen %=5.5
c1ccc(-n2ncc3c(NCCN4CCCCC4)ncnc32)cc1	14%	-11%	8	i	0	11%	-3%	3%	19%
CC(=O)Nc1cc2c(cc1C(C)=O)OCCO2	4%	13%	0	.	5	4%	-1%	9%	4%
COCCCNC(=O)C1CCN(S(=O)(=O)c2c(C)noc2/C=C\c2ccc(OC)cc2)CC1	1%	-3%	4	i	0	-16%	-6%	.	-18%
COc1ccccc1C1/C(=C(/O)c2ccc(C)cc2)C(=O)C(=O)N1Cc1ccco1 (stereo not given)	-6%	-8%	14	i	9	5%	0%	7%	-16%
Cc1onc(-c2ccccc2Cl)c1C(=O)N1CCN(C/C=C/c2ccccc2)CC1	6%	1%	2	i	0	-1%	-6%	9%	6%
CCC(C)Nc1ncnc2c1cnn2Cc1ccc(Cl)cc1 (stereo not given)	4%	-2%	5	i	19	16%	-2%	4%	16%
CN(C)c1nccc(Nc2ccccc2)c1C#N	1%	15%	13	i	9	4%	-5%	8%	4%
COCCNc1oc(-c2ccccc2Cl)nc1C#N	1%	.	5	i	6	-6%	0%	1%	-15%
CCOC(=O)c1c(NC(=O)CSc2nnc(CNc3ccc(F)cc3)o2)sc(C(C)=O)c1C	2%	40%	12	i	13	-1%	1%	2%	17%
CCCCOC(=O)c1ccc(Nc2ncnc3nc[nH]c23)cc1	-1%	-1%	9	i	5	-6%	-3%	-9%	3%
CCc1nc2c(sc3nc4c(cc32)COC(C)(C)C4)c(=O)n1Cc1ccco1	8%	1%	5	i	7	-3%	1%	11%	7%
COc1ccc(CNc2ccc3c(c2)nc(C)n3C)cc1	9%	1%	9	i	19	-3%	-13%	-3%	4%
Clc1ccc(-c2nnc3sc(-c4ccc(Br)o4)nn23)c(Cl)c1	11%	7%	10	i	10	1%	-9%	.	-4%

Next section.
SMILES	TNAP inhibition	HT1080 cytotoxicity	Spn MK inh	Spn DPM-DC inh	Spn PMK inh	HPDE-C7 viability	Bfl-1 inhibitors	LYP phosphatase	KRASV12 cytotoxicity	others
CCOC(=O)N1CCN(c2c(NCCN3CCN(Cc4ccccc4)CC3)c(=O)c2=O)CC1	8%	2%	0	i	5	3%	3%	7%	5%
CCOC(=O)CC(C#N)c1cn(C)c2ccccc12 (stereo not given)	24%	6%	0	i	10	-7%	2%	17%	4%	Spn PMK inh pilot replicates=0.5;Spn MK inh pilot replicates=0.0;Spn DPM-DC inh pilot screen %=1.5
CC(=O)N1CCN(S(=O)(=O)c2cccc(C(=O)Nc3nc4ccccc4[nH]3)c2)CC1	-24%	-9%	0	i	17	-5%	-5%	-2%	-6%
CCOC(=O)c1[nH]c(CSc2nnnn2-c2ccccc2C)c(C(=O)OCC)c1C	8%	-5%	10	i	16	4%	-3%	10%	-3%
CN1C(=O)C2(c3ccccc31)N(C)CC(c1ccccn1)C21SC(=S)N(Cc2ccco2)C1=O (stereo not given)	-1%	2%	0	i	9	-10%	-1%	.	-13%
